Source: PubChem (National Center for Advancing Translational Sciences (NCATS))
VP16 counter: inhibits Gal4-VP16 luciferase reporter, ROR gamma counter-screen; Drosophila S2 Gal4-VP16 UAS-luciferase, luminescence, 20 h; AID 2546; Potency, µM (highest dose often 53.6 µM), without a hit: at the top dose activity, negative = inhibition, actives largely listed as inhibitors; actives 3.5% (n = 310,000);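 also: Gal4-VP16 expression switched on by copper sulfate through the metallothionein promoter; % is scaled to controls: 0 for no effect and ±100 for the full control effect; nearly all actives have a fitted effect of over 50% in size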
p53 reactivation: restores transcriptional activity of mutant p53 | H1299 p53-A138V BP100-luciferase reporter, luminescence, 24 h | AID 504706 | actives 0.063% (n = 320,000) | Potency, µM (highest dose often 92.2 µM), inactives show top-dose activity change, positive = activation, usual class: activators; also: % of control where 0% means no effect; nearly all actives have a fitted effect of over 45% in size
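p53-null H1299 cells stably carrying temperature-sensitive p53-A138V and a BP100-luciferase reporter were pinned with compounds (4-point, 1:5 series) and held 24 hrs at 37 deg C. Luminescence was read 10 min after detection reagent.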
BRCA1 expr up: increases BRCA1 expression. MCF7-BRCA1-FFLuc reporter, luminescence, 48 h; response scale: scaled: vehicle 0%, 10 µM genistein 100%. Potency, µM (doses to about 46.1 µM), for the others: at the top dose activation, usual class: activators. actives 1.1% (n = 380,000); also: nearly all actives have a fitted effect of over 80% in size; some results filed as inactive show a strong effect at the top dose
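MCF7-BRCA1-FFLuc cells, 2000/well in phenol-red-free MEM, attached 2 h then treated 48 h at 37 C. Luciferase luminescence read 15 min after reagent; normalized to genistein maximum activation (10microM) and DMSO, concentration-response fitted.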
NPC1 promoter act: activators of NPC1 promoter; Potency, µM (doses to about 9.22 µM), without a hit: top-dose activation, most hits filed as activators; Huh7 NPC1 promoter luciferase reporter, 24 h; actives 2.4% (n = 320,000);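 also: % of control where 0% means no effect; nearly all actives have a fitted effect of over 60% in size; reporter is driven by a mutant NPC1 promoter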
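Huh7 reporter cells (NPC1 promoter driving luciferase) are dosed with compound for 24 h at 37 °C, 5% CO2; luciferase detection reagent is then added and luminescence measured after 10 min at ambient temperature.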
FLuc counter: firefly luciferase modulation, counter-screen for miR-21 project. P08659. purified FLuc, Km substrates, luminescence inhibition. Potency, µM (titrated, usually from 57.5 µM), for the others: top-dose activity change, negative = inhibition, actives largely listed as inhibitors. actives 6.9% (n = 360,000). AID 588342;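 also: plate controls were vehicle for no effect and reference inhibitor for full effect; nearly all actives have a fitted effect of over 55% in size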
Target sequence (P08659 whole entry, looked up): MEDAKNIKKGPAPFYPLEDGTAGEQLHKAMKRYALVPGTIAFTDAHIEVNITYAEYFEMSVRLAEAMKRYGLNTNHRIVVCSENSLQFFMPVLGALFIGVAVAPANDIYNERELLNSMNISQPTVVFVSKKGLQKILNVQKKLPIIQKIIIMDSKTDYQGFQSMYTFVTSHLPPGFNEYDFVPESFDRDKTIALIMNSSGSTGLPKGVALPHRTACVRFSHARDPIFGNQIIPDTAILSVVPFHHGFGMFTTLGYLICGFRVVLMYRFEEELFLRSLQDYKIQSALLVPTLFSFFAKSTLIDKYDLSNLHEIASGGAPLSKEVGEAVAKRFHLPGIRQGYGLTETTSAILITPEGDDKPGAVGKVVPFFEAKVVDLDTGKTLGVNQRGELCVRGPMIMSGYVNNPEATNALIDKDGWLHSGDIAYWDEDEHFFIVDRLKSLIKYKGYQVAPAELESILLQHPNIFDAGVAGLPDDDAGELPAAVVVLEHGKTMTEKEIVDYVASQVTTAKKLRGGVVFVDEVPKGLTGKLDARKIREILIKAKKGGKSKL
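Biochemical qHTS of compounds, final roughly 60 µM downward over six points, against 10 nM purified firefly luciferase using Km concentrations of substrates (10 uM D-luciferin, 10 uM ATP) in Tris acetate pH 7.5 buffer; luminescence output.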
RORg inh: blocks mouse ROR gamma transcriptional activity. Drosophila S2 Gal4-RORgamma UAS-luciferase reporter, 20 h. P51450. actives 5.4% (n = 310,000). Potency, µM (top dose mostly 53.6 µM), for inactives: top-dose activity change, negative = inhibition, actives largely listed as inhibitors; also: % is scaled to controls: 0 for no effect and ±100 for the full control effect; nearly all actives have a fitted effect of over 60% in size
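Read-out: Photinus luciferase luminescence; inhibitors lower reporter signal. Insect Schneider cells with Gal4-ROR gamma fusion under metallothionein promoter, UAS reporter; 700 uM final copper sulfate induction, 20 hr, ambient temperature.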
ELG1 genotoxic: inducers of genotoxicity in HEK293T ELG1-luciferase cells; HEK293T ELG1-luciferase reporter, luminescence, 16 h; Potency, µM (top dose mostly 46 µM), without a hit: at the highest dose activity change, positive = activation, hits mostly activators; actives 1.3% (n = 330,000); also: % of control where 0% means no effect; nearly all actives have a fitted effect of over 60% in size
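HEK293T cells expressing luciferase-tagged ELG1 were treated with compound or DMSO for 16 hr at 37°C. Luciferase activity was then read after 30 min with ONE-Glo at room temperature; rising signal flags genetic stress.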
MBNL1 CUG block: MBNL1-poly(CUG) RNA binding inhibition; actives 0.036% (n = 280,000); AID 2675; Potency, µM (titrated, usually from 57.5 µM), for the others: at the highest dose activity change, negative = inhibition, actives largely listed as inhibitors; TR-FRET MBNL1-His/biotin-(CUG)12 binding, 665/545 ratio; Q9NR56; active = well fitted inhibition curve with a large enough effect in the signal ratio, with a control signal flat, not every such curve was filed as active; inconclusive = small, poorly fitted or top-dose-only effect, or effect the other way, or a change in a side signal; inactive = no such curve, though single readings can be large or run the other way; the % refers to the signal ratio; also: % is scaled to controls: 0 for no effect and ±100 for the full control effect
Target sequence (Q9NR56 whole entry, looked up): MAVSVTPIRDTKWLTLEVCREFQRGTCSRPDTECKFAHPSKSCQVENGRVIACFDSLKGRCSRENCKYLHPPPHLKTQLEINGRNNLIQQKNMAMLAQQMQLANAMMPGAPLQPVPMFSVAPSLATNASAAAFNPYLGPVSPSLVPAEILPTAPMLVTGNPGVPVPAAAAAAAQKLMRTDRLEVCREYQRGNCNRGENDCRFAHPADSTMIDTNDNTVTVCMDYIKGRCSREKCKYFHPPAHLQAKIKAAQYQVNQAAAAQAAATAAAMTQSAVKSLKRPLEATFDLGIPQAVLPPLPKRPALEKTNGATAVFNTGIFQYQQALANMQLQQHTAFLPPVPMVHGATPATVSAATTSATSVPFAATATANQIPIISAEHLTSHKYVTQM
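His-tagged MBNL1 binding to biotinylated (CUG)12 RNA was measured by TR-FRET using terbium anti-His antibody (0.055 ng/ul final) and streptavidin-XL665 (5 nM final). Compounds were titrated 92 nM to 58 uM; 60 min at room temperature.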
uPA surface inh: inhibitors of cell surface uPA generation | AID 540303 | Potency, µM (highest dose often 38.3 µM), without a hit: top-dose activity change, negative = inhibition, actives largely listed as inhibitors | cell surface uPA generation assay, qHTS | actives 0.31% (n = 330,000); active = well fitted inhibition curve with a large enough effect; inconclusive = small, poorly fitted or top-dose-only effect; inactive = no such curve, though single readings can be large or run the other way; tested in mouse RAW 264.7 cells; also: % is scaled to controls: 0 for no effect and ±100 for the full control effect; nearly all actives have a fitted effect of over 55% in size
Rab9 prom act: activates the Rab9 promoter | Potency, µM (series often up to 9.22 µM), without a hit: at the highest dose activation, negative = inhibition, hits mostly activators | Huh7 Rab9 promoter-luciferase reporter, luminescence, 24 h | AID 485297 | actives 2.8% (n = 320,000); also: % of control where 0% means no effect; nearly all actives have a fitted effect of over 60% in size
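Steps: seed 1500 Huh7 Rab9-luc cells per well, rest 2 h at 37 °C; add compound in DMSO; incubate 24 h; add luciferase reagent, 10 min ambient; read luminescence.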
* marks the source's active call; other numbers are inactive results; ? = inconclusive; . = not tested or not shown; [ ] = remark or other dose. Unless noted, calls follow the shape of the dose curve; as a rule, active = well fitted curve in the direction sought with a large enough effect; inconclusive = small, poorly fitted or top-dose-only effect, or another doubt; inactive = no such curve, though single readings can be large; an effect the other way counts as inactive or inconclusive. Potency is read from the fitted curve at half-maximal effect.

Each structure is followed by: VP16 counter	p53 reactivation	BRCA1 expr up	NPC1 promoter act	FLuc counter	RORg inh	ELG1 genotoxic	MBNL1 CUG block	uPA surface inh	Rab9 prom act
1) CCOc1ccc(CCNC(=O)COC(=O)Cn2nc(C)c([N+](=O)[O-])c2C)cc1OCC
→ .	-1%	1%	-1%	0%	.	5%	.	-3%	0%
2) Cc1ccc2nc(NC(=O)C3=NN(c4ccccc4)C(=O)CC3)sc2c1
→ ?	4%	36%	-2%	?	?	-1%	-10%	3%	13%
3) CC1(C)NC(=O)N(c2ccccc2Cl)C1(C)NO (stereo not given)
→ 18%	14%	6%	9%	0%	?	7%	7%	1%	14%
4) Cc1cccc(NC(=O)CCc2nnc3ccc(N4CCC(C)CC4)nn23)n1
→ 2%	-4%	-16%	-4%	0%	1%	-2%	2%	1%	-19%
5) CCN(CC(N)=O)S(=O)(=O)c1ccc(F)cc1
→ -6%	-2%	-1%	-3%	-2%	9%	1%	0%	0%	-1%
6) CCOC(=O)N1CCN(C(=O)CNS(=O)(=O)c2c(C)cc(C)cc2C)CC1
→ -16%	-1%	-17%	1%	-1%	3%	2%	1%	-7%	-4%
7) COc1ccc2cc(CN(CC3CCCO3)S(=O)(=O)c3ccccc3Cl)c(=O)[nH]c2c1 (stereo not given)
→ -3%	-4%	-27%	0%	-7%	3%	-2%	4%	-5%	-4%
8) Cc1cc(C)n(-c2nc3ccccc3c(=O)n2OCc2ccc(F)cc2)n1
→ ?	13%	-54%	23%	-15%	?	-12%	-10%	-1%	-1%
9) COCc1c(C(=O)N/N=C(\C)c2ccncc2)nnn1-c1nonc1N
→ -2%	-7%	-9%	-4%	-3%	7%	2%	0%	2%	9%
10) CC(=O)OCCc1[nH]c2ccccc2c1C
→ -8%	7%	9%	-3%	1%	-4%	-5%	-9%	2%	-2%
11) Cc1ccccc1-n1c(SCc2csc(Nc3ccccc3)n2)nnc1-c1cccnc1
→ ?	-11%	-61%	0%	?	?	-8%	2%	0%	-1%
12) CC(C)(C)OC(=O)NC1CNNC1=O (stereo not given)
→ .	5%	7%	-3%	3%	.	4%	.	0%	2%
13) O=C(O)/C=C/C(=O)N(Cc1ccc2c(c1)OCO2)C1CC(=O)N(CCc2ccccc2)C1=O (stereo not given)
→ -12%	-3%	4%	-5%	2%	-3%	3%	-1%	9%	-2%
14) CSc1n[nH]c(=O)n1-c1cccc(Cl)c1
→ -11%	5%	1%	-2%	-1%	14%	1%	.	8%	-2%
15) Cc1ccccc1NC(=O)C(=O)N/N=C/c1cccc(Br)c1
→ -23%	-9%	9%	-5%	1%	-11%	7%	0%[11.5 µM]	2%	-8%
16) O=C1c2ccccc2C(=O)N1CCCCn1c(=O)oc2ccccc21
→ 2%	10%	-3%	-3%	-3%	0%	1%	17%	-1%	11%
17) CCCCSc1nc(N)c(C#N)c(-c2cccs2)c1C#N
→ 3%	0%	-59%	-1%	1%[2.3 µM]	33%	-7%	28%	.	-6%
18) Cc1nnc(SCc2ccc(Cl)cc2)nc1/C=C/N(C)C
→ 17%	0%	-8%	-4%	?	23%	-1%	6%	3%	1%
19) O=C(Nc1cc(Sc2nc3ccccc3s2)cc([N+](=O)[O-])c1)c1ccccc1
→ 3%	14%	-65%	-1%	-14%	35%	-2%	0%	-8%	-4%
20) CCN(CC(=O)Nc1ccc(OC)c(OC)c1)CC(=O)Nc1ccccc1C(F)(F)F
→ 1%	-1%	-5%	-6%	0%	21%	3%	-2%	-2%	5%
21) O=C1NNC(c2ccccc2)=N/C1=C\c1ccccc1
→ 8%	-1%	-23%	18%	0%	-12%	-1%	9%	16%	-3%
22) CCn1nnnc1SCC(=O)N1N=C(c2cccs2)CC1c1cccs1 (stereo not given)
→ .	13%	41%	0%	-20%	.	4%	.	-4%	5%
23) CC1CCCCN1C(=O)C1CCN(S(=O)(=O)c2ccc(-n3cnnn3)cc2)CC1 (stereo not given)
→ -4%	-1%	-24%	21%	3%	-7%	-4%	-4%	-3%	-3%
24) Cc1ccc(C)c(CSc2ncccc2C(=O)O)c1
→ 6%	-1%	-19%	0%	?	16%	1%	-28%	7%	-7%
25) O=C(CSc1nncs1)NCc1ccc2c(c1)OCO2
→ 23%	4%	23%	-3%	-3%	5%	2%	-4%	1%	4%
26) N#CCC(=O)Nc1ccc(C(=O)OCC(=O)Nc2ccccc2-c2ccccc2)cc1
→ ?	1%	9%	0%	-4%	34%	-8%	6%	1%	-7%
27) CN1c2ccccc2C(=O)/C(=C\Nc2ccc(F)cc2)S1(=O)=O
→ 0%	0%	-37%	-6%	12µM*	30%	-2%	-6%	-3%	-1%
28) COc1ccccc1CNC(=O)CCSCc1cccc(Cl)c1
→ 3%	-11%	-20%	-2%	1%	2%	-2%	0%	-1%	-4%
29) CCCCn1c(N)c(N(C(=O)CSc2nnc(C)n2-c2ccccc2)C2CCCC2)c(=O)[nH]c1=O
→ .	-2%	13%	1%	-2%	.	3%	.	1%	-4%
30) COc1ccccc1N1CCN(C(CNS(C)(=O)=O)c2cccnc2)CC1 (stereo not given)
→ -2%	-3%	1%	0%	0%	3%	0%	-1%	14%	-2%

Fetched by compound from above, 7 records:
Each structure is followed by: VP16 counter	p53 reactivation	BRCA1 expr up	NPC1 promoter act	FLuc counter	RORg inh	ELG1 genotoxic	MBNL1 CUG block	uPA surface inh	Rab9 prom act
3) CC1(C)NC(=O)N(c2ccccc2Cl)C1(C)NO (stereo not given)
→ 18%	14%	6%	9%	0%	?	7%	7%	1%	14%
21) O=C1NNC(c2ccccc2)=N/C1=C\c1ccccc1
→ 8%	-1%	-23%	18%	0%	-12%	-1%	9%	16%	-3%
18) Cc1nnc(SCc2ccc(Cl)cc2)nc1/C=C/N(C)C
→ 17%	0%	-8%	-4%	?	23%	-1%	6%	3%	1%
2) Cc1ccc2nc(NC(=O)C3=NN(c4ccccc4)C(=O)CC3)sc2c1
→ ?	4%	36%	-2%	?	?	-1%	-10%	3%	13%
25) O=C(CSc1nncs1)NCc1ccc2c(c1)OCO2
→ 23%	4%	23%	-3%	-3%	5%	2%	-4%	1%	4%
22) CCn1nnnc1SCC(=O)N1N=C(c2cccs2)CC1c1cccs1 (stereo not given)
→ .	13%	41%	0%	-20%	.	4%	.	-4%	5%
15) Cc1ccccc1NC(=O)C(=O)N/N=C/c1cccc(Br)c1
→ -23%	-9%	9%	-5%	1%	-11%	7%	0%[11.5 µM]	2%	-8%

Next section.
Each structure is followed by: VP16 counter	p53 reactivation	BRCA1 expr up	NPC1 promoter act	FLuc counter	RORg inh	ELG1 genotoxic	MBNL1 CUG block	uPA surface inh	Rab9 prom act
31) Brc1cc2c(cc1COc1ccc(-c3nn[nH]n3)cc1)OCO2
→ -2%	28%	?	6%	?	51%	14%	?	3%	18%
32) COc1ccc(S(=O)(=O)CCC(=O)NCc2ccc(C)o2)cc1
→ -3%	19%	0%	1%	3%	-29%	-7%	-3%	8%	0%
33) COc1ccccc1C(=O)NC(=O)COC(=O)CNC(=O)c1ccc(Cl)cc1Cl
→ .	-2%	16%	-2%	-14%	.	2%	.	2%	1%
34) CC(C)CC(=O)NC(=S)Nc1ccc(Cl)cn1
→ -7%	?	?	?	-20%	39%	10%	-19%	-1%	?
35) O=C1COc2ccc(S(=O)(=O)CCC(=O)N3CCN(c4cccc(Cl)c4)CC3)cc2N1
→ -19%	-2%	-3%	-6%	4%	?	-5%	-2%	6%	1%
36) O=C(N/N=C\c1ccc(-c2ccc(Cl)c(Cl)c2)o1)C(=O)N1CCCC1
→ -2%	-1%	0%	5%	-1%	1%	0%	4%	4%	0%
37) COc1cccc(-c2ncc3ccccc3c2COC(=O)c2cccs2)c1
→ .	-11%	-1%	-2%	-1%	.	-5%	.	-4%	-4%
38) COc1nn(CC(=O)N2N=C(C(F)F)CC2(O)C(F)F)cc1[N+](=O)[O-] (stereo not given)
→ 7%	5%	-7%	-1%	4%	6%	1%	38%[activator]	5%	-3%
39) CCn1c2ccc(CC(=O)O)cc2c2cc(CC(=O)O)ccc21
→ 5%	1%	8%	0%	7%	-13%	-2%	-3%	.	-1%
40) COc1ccccc1N(CC(=O)NCc1ccccc1)C(=O)CCC(=O)Nc1nccs1
→ -2%	-9%	0%	-1%	1%	20%	-7%	0%	-2%	-1%
41) CC(=O)Oc1ccc(C(=O)Nc2ccccc2C(=O)Nc2cccc(C(=O)O)c2)cc1
→ -9%	-3%	-18%	0%	4.3µM*	-3%	12%	4%	-5%	1%
42) CS(=O)(=O)NN1C(=O)c2ccccc2NC1c1cccc2cccnc12 (stereo not given)
→ -3%	0%	1%	-1%	4%	7%[10 µM]	0%	.	3%	-3%
43) Cc1cc(C)nc(NC(N)=NC(C)c2ccccc2)n1 (stereo not given)
→ -12%	-4%	-33%	-1%	-8%	2%	-10%	?	-9%	-9%
